NR5A2 inv ag – LRH-1 (NR5A2) inverse agonists, primary screen, cell-based, luminescence, HEK293T, StAR-luciferase reporter; Nuclear receptor subfamily 5 group A member 2 (Homo sapiens), O00482; LRH-1 transfected, 24 h; inhibition, % at 3.6 µM; 0.13% of 360,000 active;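 active = inhibition above the mean inhibition of all tested compounds plus 3 SD, cut at about 73% in these data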;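 also: 0% = DMSO wells and 100% = reporter-only cells lacking LRH-1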
Target sequence (O00482 whole entry, looked up): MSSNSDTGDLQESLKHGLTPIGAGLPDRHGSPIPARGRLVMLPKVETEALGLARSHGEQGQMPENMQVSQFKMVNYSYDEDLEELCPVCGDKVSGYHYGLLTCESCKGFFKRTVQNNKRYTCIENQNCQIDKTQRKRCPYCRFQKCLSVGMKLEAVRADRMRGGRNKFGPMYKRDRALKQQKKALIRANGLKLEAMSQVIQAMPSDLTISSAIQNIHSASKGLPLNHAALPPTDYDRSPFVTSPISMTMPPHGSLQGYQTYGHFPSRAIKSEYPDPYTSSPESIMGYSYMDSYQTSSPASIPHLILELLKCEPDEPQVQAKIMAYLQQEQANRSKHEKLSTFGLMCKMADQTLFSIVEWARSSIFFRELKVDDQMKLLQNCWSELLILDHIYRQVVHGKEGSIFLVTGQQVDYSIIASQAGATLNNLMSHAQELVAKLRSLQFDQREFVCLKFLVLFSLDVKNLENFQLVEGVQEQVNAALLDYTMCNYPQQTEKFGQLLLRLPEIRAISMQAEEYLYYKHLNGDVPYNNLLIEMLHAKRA
TROY signal inh – inhibitors of TROY-driven NF-kB signaling, primary screen, Q293 LMP1-TROYcd cells, NF-kB luciferase, uHTS. inhibition, % at 10 µM. AID 1347056, 2019. 0.98% of 360,000 active. Q293 LMP1-TROYcd NF-kB luciferase reporter, 4 h;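 active = compounds whose plate-normalised and pattern-corrected inhibition of the luciferase reporter signal at the single screening dose is 50% or more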
KKLEB cytotox – cytotoxicity in KKLEB CF airway cells, primary screen, cytotoxicity control for CF NF-kB inhibitor project, cell-based, uHTS, fluorescence assay plates; KKLEB CF airway cells viability, ATPlite luminescence, overnight; hits give low values; cells stimulated with P. aeruginosa culture filtrate; activity change (cytotoxicity), % at 5 µM; 0.36% of 360,000 active;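 active = corrected activity change at or below -50% at 5 µM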
CF NFkB inh – inhibitors of PAF-induced NF-kB signaling, primary screen, cell-based, GFP fluorescence, uHTS. KKLEB NF-kB-GFP reporter, GFP fluorescence overnight. inhibition, % at 5 µM. 0.86% of 360,000 active;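 active = at least 50% inhibition at 5 µM, scaled per plate between neutral and stimulator controls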;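 also: PAF is a Pseudomonas aeruginosa culture filtrate used as stimulus; plate controls were PAF-stimulated DMSO wells for no effect and unstimulated DMSO wells for full effect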
C8 TRAIL sens – viability loss with TRAIL in NB7+C8 cells, primary screen, TRAIL sensitizer project, cell-based, ATPlite luminescence. inhibition (viability loss, TRAIL sensitization), % at 10 µM. 1% of 360,000 active;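 active = compounds causing at least 50% loss of cell viability in the single-dose screen, relative to plate controls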
EBV LMP1 NFkB – EBV LMP1-driven NF-kappaB luciferase reporter inhibitors, primary screen, cell-based, luminescence, single point; inhibition, % at 12.5 µM; LMP1-induced NF-kappaB luciferase reporter cells; 0.69% of 350,000 active; AID 504558, 2011; in the data active = inhibition above about 41%;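 also: 0% = neutral control wells and 100% = reference inhibitor control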
TWEAK-Fn14 inh – inhibitors of TWEAK-Fn14 signaling, primary screen, luciferase reporter cells, uHTS; AID 1159606, 2016; 2% of 360,000 active; inhibition, % at 10 µM; TWEAK-stimulated Fn14 reporter cells, luciferase luminescence, 8 h; in the data active = inhibition above about 50%
SRC1 inh – SRC1 coactivator transcriptional activity inhibitors, primary screen, cell-based, luminescence | Nuclear receptor coactivator 1 (Homo sapiens), Q15788 | inhibition, % at 3.6 µM | 0.12% of 360,000 active | HEK293 GAL4-SRC1 luciferase reporter;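 active = inhibition above the campaign mean plus 3 SD, with each screening campaign given its own cutoff, cut at about 60% in these data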;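 also: 0% = DMSO treated cells and 100% = gossypol at 36 µM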
Shn3 3UTR inh – reduction of Shn3 3'UTR firefly luciferase signal, primary screen, Schnurri-3 inhibitor project, cell-based, Clone20 osteoblasts, set 2; 0.52% of 360,000 active; Clone20 osteoblast Shn3 3'UTR firefly luciferase, 24 h; inhibition, % at 12.5 µM;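 active = mean inhibition of at least 75% with every replicate also reaching 75%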;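 also: 0% = median of neutral control wells and 100% = pilot-screen positive control compound; some compounds past the cut are filed as inactive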
NCOA3 inh – SRC3 coactivator transcriptional activity inhibitors, primary screen, cell-based, luminescence; AID 588352, 2011; inhibition, % at 3.6 µM; HEK293 GAL4-SRC3 luciferase reporter; 0.17% of 360,000 active;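 active = inhibition above a per-campaign cutoff, the mean of all compounds plus 3 SD, cut at about 60% in these data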;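 also: 0% = DMSO-treated cells and 100% = gossypol-treated cells at 36 µM; higher means less SRC3-driven luciferase light from the GAL4 reporter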
NR2F2 inh – NR2F2 transcriptional activity inhibitors, primary screen, cell-based, luciferase reporter, HEK293T, luminescence | 0.7% of 370,000 active | HEK293T NGFI-A luciferase reporter | inhibition, % at 8.6 µM;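 active = inhibition above a per-plate cutoff, mean inhibition of test wells between control levels plus 3 SD, cut at about 38% in these data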;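 also: cells cotransfected with COUP-TFII expression vector driving the NGFI-A reporter; 0% = median of COUP-TF2 test wells and 100% = reporter-only cells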
Target sequence (P24468 whole entry, looked up): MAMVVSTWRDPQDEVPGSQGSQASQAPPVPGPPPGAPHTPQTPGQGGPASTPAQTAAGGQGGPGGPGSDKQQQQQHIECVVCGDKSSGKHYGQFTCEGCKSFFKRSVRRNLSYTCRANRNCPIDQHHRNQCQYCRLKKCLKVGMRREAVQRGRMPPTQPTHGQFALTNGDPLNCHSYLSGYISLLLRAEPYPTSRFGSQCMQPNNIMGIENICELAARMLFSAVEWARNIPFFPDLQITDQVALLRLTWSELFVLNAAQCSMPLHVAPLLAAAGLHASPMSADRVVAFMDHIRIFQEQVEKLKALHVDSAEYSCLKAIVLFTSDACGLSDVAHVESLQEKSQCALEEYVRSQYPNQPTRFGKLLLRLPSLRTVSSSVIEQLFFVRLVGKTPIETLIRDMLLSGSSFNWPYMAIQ
* hit, by the source's call; nt = no result given.

Molecule,NR5A2 inv ag,TROY signal inh,KKLEB cytotox,CF NFkB inh,C8 TRAIL sens,EBV LMP1 NFkB,TWEAK-Fn14 inh,SRC1 inh,Shn3 3UTR inh,NCOA3 inh,NR2F2 inh
CCC(=O)c1cc2c(cc1NC(=O)C(C)C)OCCO2,15,3,-3,18,-3,-9,-2,-4,14,1,-7
N#C/C(=C1/C(=O)Nc2ccc(Br)cc21)c1ccccn1,28,6,7,7,-4,-15,2,5,2,14,20
Cc1ccc(S(=O)(=O)NCc2ccccn2)c(C)c1,-4,-6,-1,6,-7,5,4,14,-2,0,6
CCC(C)NC(=O)CSC1=Nc2ccccc2C2=NC(CC(=O)NCc3ccc(F)cc3)C(=O)N12 (stereo unspecified),-3,-14,-1,-7,-11,-1,6,-5,1,1,0
Cc1cc(SCc2c(F)cccc2Cl)nc(=O)[nH]1,-11,-9,-14,19,8,3,-2,-10,-8,22,9
CC(C(=O)NCc1ccco1)c1ccc([N+](=O)[O-])cc1 (stereo unspecified),21,0,-1,-7,-10,-5,2,21,13,2,-3
CCOc1ccc(CCN2C(=S)N([C@@H](Cc3ccccc3)CN3CCC[C@@H]3CN3C(=S)NC[C@@H]3Cc3ccc(O)cc3)C[C@@H]2CC(C)C)cc1,-5,11,-8,15,-4,nt,13,-6,50,-29,21
CC(C)NC(=O)NC(=O)COC(=O)Cc1ccsc1,4,-7,-3,9,-9,1,1,-17,2,-1,-15
Cc1ccc(C)c(Oc2nnnn2-c2ccccc2)c1,4,-8,-5,14,10,-2,-8,-17,-3,11,2
CC1=C(C(=O)N(C)C)CC(CC(=O)NCC2CCCCC2)C(=O)N1Cc1ccccc1 (stereo unspecified),2,1,2,-36,2,-10,10,2,-14,-1,-22
COc1ccccc1CNC(=O)C1CCC(CNS(=O)(=O)c2cccs2)CC1 (stereo unspecified),-7,-16,-12,-2,-10,-1,16,10,6,-8,-7
Cc1cccc(C(C)C)c1-n1nnnc1-c1ccccc1,28,-27,3,14,3,1,17,30,20,4,1
CN(C)c1nc(OCCNC(=O)Nc2ccccc2)nc(N(C)C)n1,-5,1,-4,-21,2,4,4,-1,11,12,-8
NC(=O)c1ncn([C@@H]2O[C@H](CNCc3cnc(N4CCOCC4)nc3)[C@@H](O)[C@H]2O)n1,5,2,7,2,1,0,3,-1,-1,-32,-11
Cc1ccc(C(=O)N2CCC(C(=O)c3ccc(F)cc3)CC2)cc1,-2,7,-15,33,-9,-5,14,-31,32,15,13

(further entries)
Molecule,NR5A2 inv ag,TROY signal inh,KKLEB cytotox,CF NFkB inh,C8 TRAIL sens,EBV LMP1 NFkB,TWEAK-Fn14 inh,SRC1 inh,Shn3 3UTR inh,NCOA3 inh,NR2F2 inh
O=C(Nc1ccc(C(=O)NCc2ccccc2)cc1)C1=CSCCO1,-49,-12,7,-5,-18,-18,-18,-35,-44,-32,-15
COc1cc(/C=C/C(=O)c2ccc(O)cc2)ccc1OCC#N,3,-1,-17,65*,-29,-1,71*,-30,32,4,-1
CN1OC[C@@H]2CN[C@H](c3cccc(-c4cc(Cl)cc(Cl)c4)c3)C[C@@H]21,-9,9,5,-23,-6,2,8,0,-13,-9,10
COc1ccccc1N1CCN(C(c2ccccc2)c2nnnn2CCc2ccccc2)CC1 (stereo unspecified),0,13,10,8,-2,6,-2,-9,32,17,-9
O=C(N/N=C/c1ccccn1)c1cccc(NC(=O)c2ccccc2Cl)c1,-17,-37,1,1,4,-5,-14,-26,10,-3,19
CCNC(=O)/N=C1/NC(=O)C(C(C)C)O1 (stereo unspecified),0,16,-3,-2,-9,-6,-5,-8,0,-4,-1
COc1ccc(C)cc1NC(=O)c1ccccc1NS(=O)(=O)c1ccc(Cl)s1,5,58*,-35,48,5,-13,69*,-5,8,-20,14
C#CCOCCOCCOCCNc1nc(N2CCN(C(=O)[C@H](CCCCN)n3cc([C@@H](N)CC(C)C)nn3)CC2)nc(N2CCN(C(=O)[C@H](Cc3cc4ccccc4[nH]3)n3cc([C@@H](N)Cc4ccc(O)cc4)nn3)CC2)n1,8,-8,12,-13,-17,4,-11,-10,-20,-32,nt
O=C(CCC(=O)NC1CCCCCC1)Nc1nnc(C(F)(F)F)s1,21,-2,7,7,8,3,13,-10,-3,22,-26
O=C(Nc1ccc2nc(C3CC3)n(Cc3ccc(F)cc3)c(=O)c2c1)c1ccco1,-9,-12,1,1,-1,-2,11,-13,-5,4,-6
CC(C)CC(=O)Nc1nc2ccc(S(=O)(=O)N3CCOCC3)cc2s1,14,-11,-3,-6,10,6,18,15,19,10,7
O=C(COC(=O)C12CC3CC(CC(C3)C1)C2)Nc1ccc2[nH]c(=O)[nH]c2c1,-8,20,5,1,0,12,-16,5,1,-11,nt
COC(=O)c1cccc(N2C(=O)C[C@](Sc3ccc(C)cc3)(C(=O)OC)[C@H]2c2ccccc2)c1,11,15,nt,nt,22,nt,31,nt,nt,nt,8
COC(=O)c1sccc1NC(=O)CN(C)NS(=O)(=O)c1ccc(F)cc1,26,2,7,-3,9,0,10,-13,0,2,-5
O=C(N/N=C/c1ccncc1)c1cc2c(ccc3ccccc32)o1,-10,nt,-38,26,9,-6,2,13,8,8,-3

Another view of ten compounds above.
Values in the order – NR5A2 inv ag | TROY signal inh | KKLEB cytotox | CF NFkB inh | C8 TRAIL sens | EBV LMP1 NFkB | TWEAK-Fn14 inh | SRC1 inh | Shn3 3UTR inh | NCOA3 inh | NR2F2 inh
> CCNC(=O)/N=C1/NC(=O)C(C(C)C)O1 (stereo unspecified)
→ 0 | 16 | -3 | -2 | -9 | -6 | -5 | -8 | 0 | -4 | -1
> COc1ccc(C)cc1NC(=O)c1ccccc1NS(=O)(=O)c1ccc(Cl)s1
→ 5 | 58* | -35 | 48 | 5 | -13 | 69* | -5 | 8 | -20 | 14
> C#CCOCCOCCOCCNc1nc(N2CCN(C(=O)[C@H](CCCCN)n3cc([C@@H](N)CC(C)C)nn3)CC2)nc(N2CCN(C(=O)[C@H](Cc3cc4ccccc4[nH]3)n3cc([C@@H](N)Cc4ccc(O)cc4)nn3)CC2)n1
→ 8 | -8 | 12 | -13 | -17 | 4 | -11 | -10 | -20 | -32 | nt
> O=C(CCC(=O)NC1CCCCCC1)Nc1nnc(C(F)(F)F)s1
→ 21 | -2 | 7 | 7 | 8 | 3 | 13 | -10 | -3 | 22 | -26
> O=C(Nc1ccc2nc(C3CC3)n(Cc3ccc(F)cc3)c(=O)c2c1)c1ccco1
→ -9 | -12 | 1 | 1 | -1 | -2 | 11 | -13 | -5 | 4 | -6
> CC(C)CC(=O)Nc1nc2ccc(S(=O)(=O)N3CCOCC3)cc2s1
→ 14 | -11 | -3 | -6 | 10 | 6 | 18 | 15 | 19 | 10 | 7
> O=C(COC(=O)C12CC3CC(CC(C3)C1)C2)Nc1ccc2[nH]c(=O)[nH]c2c1
→ -8 | 20 | 5 | 1 | 0 | 12 | -16 | 5 | 1 | -11 | nt
> COC(=O)c1cccc(N2C(=O)C[C@](Sc3ccc(C)cc3)(C(=O)OC)[C@H]2c2ccccc2)c1
→ 11 | 15 | nt | nt | 22 | nt | 31 | nt | nt | nt | 8
> COC(=O)c1sccc1NC(=O)CN(C)NS(=O)(=O)c1ccc(F)cc1
→ 26 | 2 | 7 | -3 | 9 | 0 | 10 | -13 | 0 | 2 | -5
> O=C(N/N=C/c1ccncc1)c1cc2c(ccc3ccccc32)o1
→ -10 | nt | -38 | 26 | 9 | -6 | 2 | 13 | 8 | 8 | -3

Additional records:
Molecule,NR5A2 inv ag,TROY signal inh,KKLEB cytotox,CF NFkB inh,C8 TRAIL sens,EBV LMP1 NFkB,TWEAK-Fn14 inh,SRC1 inh,Shn3 3UTR inh,NCOA3 inh,NR2F2 inh
COC(=O)c1cc(-c2cccs2)nc2ccccc12,2,7,2,-15,-12,2,-20,6,-2,-3,nt
COc1ccc(-c2cn3c(C)c(C(=O)NC(C)(C)C)sc3n2)cc1,-58,-42,8,-3,5,-32,-17,-70,-71,-93,-28
CCCCCCCOc1ccc(-c2ccc(C#N)cn2)cc1,16,7,6,-6,-1,22,-7,-4,-4,4,-21
CC(C)NC(=O)c1onc(CSc2ccccn2)c1C(=O)NC(C)C,21,7,7,2,-3,5,2,0,-3,10,17
Cn1c(SCC(=O)Nc2nccs2)nnc1-c1cccnc1,-5,-4,0,2,-5,-6,26,7,-10,8,-16
C=CCc1c(C)nc(-c2ccccc2)nc1Nc1ccc(O)cc1,25,-2,-4,5,9,5,22,5,12,13,5
Cc1cccc(C)c1NC(=O)c1cnn(-c2ccccc2)c1C,9,0,12,24,-7,24,1,7,6,-3,7
Cc1cc(NC(=O)CS(=O)(=O)c2cn(Cc3cccc(Br)c3)c3ccccc23)no1,-8,29,-6,16,25,nt,34,-1,62,6,47*
Cc1ccc(C(=O)Nc2ccc3c(c2)OCCO3)cc1S(=O)(=O)N1CCOCC1,-45,-52,0,-5,11,-4,-15,-89,-46,-45,-37
COc1ccc(S(=O)(=O)Nc2ccccc2C(=O)N2CCOCC2)cc1Cl,-11,6,5,-11,7,-1,1,-5,-10,-24,-4
Cc1noc(C)c1CSc1nnc(-c2ccncc2)n1-c1cccc(Cl)c1C,-2,-5,-2,-14,-7,-7,1,-18,-2,-1,-19
CC(=O)c1c(C)nc2ccc(C)cc2c1-c1ccccc1,11,12,-11,10,-2,7,11,-10,2,13,-16
Cc1noc(NS(=O)(=O)c2ccc(NC(=O)/C=C/c3ccc(Br)cc3)cc2)c1C,-10,-3,-19,-6,-6,nt,0,-22,-17,-16,-13
Cc1cccc(/C=N/NC(=O)c2cc(C)nc3ccccc23)n1,7,-3,-5,-2,33,0,21,-6,6,1,13
Cc1nc([N+](=O)[O-])c(C(=O)OCc2ccccc2C#N)n1C,-1,-17,-2,10,2,6,28,11,10,7,-6

Remaining list, next part
Molecule,NR5A2 inv ag,TROY signal inh,KKLEB cytotox,CF NFkB inh,C8 TRAIL sens,EBV LMP1 NFkB,TWEAK-Fn14 inh,SRC1 inh,Shn3 3UTR inh,NCOA3 inh,NR2F2 inh
COc1ccc(CCNC(=O)Cn2nc(C(=O)O)c3ccccc3c2=O)cc1OC,-3,13,2,18,-9,0,-8,-1,2,7,6
CC1(C)ON(C2CCCCC2)[C@H]2c3nc4ccccc4n3C[C@H]21,-3,-1,1,12,1,6,-4,-8,12,-1,-16
CCCCCCCCC/C(=N\O)c1ccccn1,-25,-61,-1,4,1,-1,-46,-45,0,-31,-17
Nc1cccc2c1C(=O)N(C(=O)/C=C/c1ccc(F)cc1)C2=O,2,16,-24,65*,12,-9,84*,-10,44,-5,-16
Cc1ccc(C(=O)NCC(=O)OCC(=O)c2ccc3c(c2)NC(=O)CO3)cc1C,-7,3,0,3,-1,1,-4,2,4,2,-10
O=C(O)c1cccc(NC(=O)c2ccc(COc3ccc(Cl)cc3)cc2)c1,-18,-27,2,20,-27,6,-28,-16,-29,-43,-11

Screening results (PubChem BioAssay)

These rows are one share of the data; the hit share may differ from the screen's.
